M1 ag: human M1 muscarinic receptor agonists, primary screen, Fluo-8 calcium fluorescence, CHO-K1 cells, HTS; CHO-K1 hM1, agonist mode; 0% DMSO, 100% acetylcholine EC100; AID 588814, 2011; activation, % at 3 µM; actives 0.33% (n = 360,000); Muscarinic acetylcholine receptor M1 (Homo sapiens), P11229;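 active means activation above the run's mean compound activation plus 3 SD, cut at about 16% in these data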;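 further: peak over basal fluorescence ratio within a 140 s kinetic read after compound addition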
Target sequence (P11229 whole entry, looked up): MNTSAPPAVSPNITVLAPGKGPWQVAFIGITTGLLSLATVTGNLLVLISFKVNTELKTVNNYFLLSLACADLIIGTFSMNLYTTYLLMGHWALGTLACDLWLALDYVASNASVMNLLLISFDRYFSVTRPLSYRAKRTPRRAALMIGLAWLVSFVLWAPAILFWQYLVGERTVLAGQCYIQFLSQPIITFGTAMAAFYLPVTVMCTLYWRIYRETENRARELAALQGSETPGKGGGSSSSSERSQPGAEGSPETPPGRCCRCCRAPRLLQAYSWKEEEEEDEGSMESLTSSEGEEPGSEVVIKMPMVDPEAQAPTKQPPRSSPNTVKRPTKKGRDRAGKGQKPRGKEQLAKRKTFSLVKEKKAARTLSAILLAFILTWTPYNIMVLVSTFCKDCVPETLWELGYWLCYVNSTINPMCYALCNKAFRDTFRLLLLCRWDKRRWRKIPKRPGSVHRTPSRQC
TAAR1 ag: human TAAR1 agonists, primary screen, Fluo-8 calcium fluorescence, CHO RD-HGA16 cells; Trace amine-associated receptor 1 (Homo sapiens), Q96RJ0; vehicle wells 0%, saturating PEA agonist 100%; activation, % at 3 µM; actives 0.99% (n = 360,000); AID 624467, 2012;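 active means activation above the mean activation of all test compounds in the run plus 3 SD, cut at about 38% in these data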
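System: CHO-derived RD-HGA16 cells with stable Gα16 and human TAAR1 / Times: 17-24 h plating, Fluo-8 75 min 37 °C, 30 min RT / Technique: calcium-sensitive Fluo-8 signal, excitation 470-495, emission 515-575 nm / Measure: % activation relative to PEA EC100 response / Benchmarks: DMSO and PEA EC100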
M5 ag: human M5 muscarinic receptor agonists, primary screen, CHO-K1 cells, Fluo-8 calcium fluorescence | Muscarinic acetylcholine receptor M5 (Homo sapiens), P08912 | CHO-K1 hM5 cells; 0% DMSO wells, 100% maximal acetylcholine response | activation, % at 3 µM | actives 0.19% (n = 360,000);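 active means activation above the run's mean over test compounds plus 3 SD, cut at about 23% in these data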;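 further: signal is peak over basal fluorescence ratio across the kinetic read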
CHRM5 PAM: human M5 muscarinic receptor positive allosteric modulators, primary screen, CHO-K1 cells, Fluo-8 calcium fluorescence; Muscarinic acetylcholine receptor M5 (Homo sapiens), P08912; CHO-K1 hM5, ACh EC20 PAM; 0% = ACh EC20, 100% = ACh EC100; activation, % at 3 µM; actives 0.3% (n = 360,000); AID 624038, 2012;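 active means activation above the run cutoff, the mean activation of all test compounds plus 3 SD, cut at about 18% in these data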
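Assay system – human M5 receptor in CHO-K1 cells · Read-out – % activation, ACh-normalized · Technique – Fluo-8 calcium fluorescence · Dosing – single-point, 3 µM nominal · Incubation – Fluo-8 loading 80 min at 37 °C plus 30 min room temperature · Repeats – singlicate, one well per test compound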
M4 ag: human M4 muscarinic receptor agonists, primary screen, CHO-K1 cells, Fluo-8 calcium fluorescence | AID 624127, 2012 | CHO-K1 hM4/Gqi5; vehicle 0%, full acetylcholine response 100% | actives 0.14% (n = 360,000) | activation, % at 3 µM | Muscarinic acetylcholine receptor M4 (Homo sapiens), P08173;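 active means activation above the run mean over all test wells plus 3 SD, cut at about 32% in these data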;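 further: peak over basal fluorescence ratio per well then scaled between controls; 0% = DMSO wells and 100% = acetylcholine at EC100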
Target sequence (P08173 whole entry, looked up): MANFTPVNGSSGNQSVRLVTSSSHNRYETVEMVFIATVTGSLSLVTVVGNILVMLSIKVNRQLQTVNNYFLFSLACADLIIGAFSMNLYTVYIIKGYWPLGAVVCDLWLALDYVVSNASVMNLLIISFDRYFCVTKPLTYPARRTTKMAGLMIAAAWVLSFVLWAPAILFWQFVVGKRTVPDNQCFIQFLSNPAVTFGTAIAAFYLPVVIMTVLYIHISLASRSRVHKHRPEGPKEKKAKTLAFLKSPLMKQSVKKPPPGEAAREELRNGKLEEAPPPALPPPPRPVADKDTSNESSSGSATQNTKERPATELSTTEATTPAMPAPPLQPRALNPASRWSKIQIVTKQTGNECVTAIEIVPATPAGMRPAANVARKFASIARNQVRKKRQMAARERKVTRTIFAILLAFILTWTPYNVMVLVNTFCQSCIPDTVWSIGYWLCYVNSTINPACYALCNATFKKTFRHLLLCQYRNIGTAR
M4 antag: human M4 muscarinic receptor antagonists, primary screen, CHO cells, Fluo-8 calcium fluorescence; CHO-hM4 cells, ACh EC80; inhibition, % at 3 µM; actives 0.73% (n = 360,000); AID 624125, 2012;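 active means inhibition above its plate's cutoff, the mean inhibition of sample wells plus 3 SD, cut at about 27% in these data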;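 further: 0% = acetylcholine EC80 with DMSO and 100% = DMSO without agonist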
CHRM1 antagonist: human M1 muscarinic receptor antagonists, primary screen, CHO-K1 cells, Fluo-8 calcium fluorescence, 1536-well; Muscarinic acetylcholine receptor M1 (Homo sapiens), P11229; CHO-K1 hM1, ACh EC80 antagonist; inhibition, % at 3 µM; actives 1.3% (n = 360,000); AID 588852, 2011;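 active means percent inhibition above its own plate's cutoff, namely the mean of that plate's compound wells plus 3 SD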;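 further: peak over basal fluorescence ratio during 140 s after agonist addition; 0% = ACh EC80 plus DMSO and 100% = DMSO alone without agonist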
CHRM1 PAM: human M1 muscarinic receptor positive allosteric modulators, primary screen, CHO-K1 cells, Fluo-8 calcium fluorescence, 1536-well; Muscarinic acetylcholine receptor M1 (Homo sapiens), P11229; CHO-K1 hM1, ACh EC20; 0% = ACh EC20, 100% = maximal ACh; activation, % at 3 µM; actives 0.088% (n = 360,000); AID 588819, 2011; in the data active means activation above about 19%, passing the limit was not always enough
CHRM5 antagonist: human M5 muscarinic receptor antagonists, primary screen, CHO cells, Fluo-8 calcium fluorescence. actives 0.59% (n = 360,000). AID 624040, 2012. Muscarinic acetylcholine receptor M5 (Homo sapiens), P08912. inhibition, % at 3 µM. CHO-hM5 cells, ACh EC80;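 active means inhibition above a per-plate cutoff, the mean of that plate's test compounds plus 3 SD, cut at about 27% in these data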;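 further: 0% = acetylcholine EC80 with DMSO and 100% = DMSO without agonist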
The depositor's hits bear a star; . = no result given.

SMILES	M1 ag	TAAR1 ag	M5 ag	CHRM5 PAM	M4 ag	M4 antag	CHRM1 antagonist	CHRM1 PAM	CHRM5 antagonist
CNC(=O)CN(c1ccc(Oc2ccccc2)cc1)S(=O)(=O)c1ccc(C)cc1	0.9	-1.8	-2.9	-4.5	-0.4	-1.1	-22.4	18.1	7.6
COC(=O)CN(C#N)c1nc(NC(C)C)nc(NC(C)C)n1	0.6	13.9	7.3	2.1	0.9	4.9	-3.7	9.7	-0.2
Cc1ccc(SCCNC(=O)/C=C/c2cccc([N+](=O)[O-])c2)cc1	-2.5	5.2	-2.7	-11.2	9.4	-11.5	3.5	1.4	10.7
CN(C(=O)CS(=O)(=O)Cc1ccccc1Cl)c1ccccc1	-7.3	8.0	-2.4	3.2	0.8	-2.0	0.8	5.6	-10.4
COc1ccc(Nc2nc(S(=O)(=O)c3ccc(C)cc3)c(Cl)s2)cc1	-6.5	7.4	-0.6	-12.5	2.9	-6.1	-0.4	-5.6	14.7
O=C(CCCc1ccccc1)N1CCN(c2ccc([N+](=O)[O-])cc2)CC1	-2.4	30.3	0.0	-10.0	11.1	-6.0	15.9	-18.3	8.8
CN(C)c1nc2c(c(=O)n(C)c(=O)n2C)n1Cc1ccccc1	-2.5	2.8	2.7	0.2	0.7	7.2	0.4	3.2	1.7
CC(C)(C)[C@@H]1C=C(C(=O)NC2CC2)O[C@H](OCc2ccc(CO)cc2)C1	0.1	16.5	2.9	-2.1	-1.4	-3.6	-1.6	-2.4	12.5
C=CCn1c(SC(C)C#N)nc2sc(CC)cc2c1=O (stereo unspecified)	-5.8	5.4	-7.1	3.3	0.0	1.5	-5.3	6.3	7.4
OC[C@@H]1CN(Cc2ccncc2)C[C@H](n2cnc3c(NCc4ccncc4)ncnc32)O1	0.6	0.2	2.4	-3.2	1.0	-7.2	-3.5	1.8	4.3
N=c1n(CCO)c2ccccc2n1Cc1ccc(Cl)cc1	-5.7	2.9	-7.8	1.8	0.9	1.5	-10.8	1.6	-2.6
O=S(=O)(Cc1ccccc1)N1CCN(C2Cc3ccccc3C2)CC1	-2.1	7.6	-3.8	3.7	1.5	3.2	-2.6	8.2	4.3
COc1ccc(C(=O)O/N=C/c2ccc(S(=O)(=O)c3ccc(Cl)cc3)nc2)cc1	-1.8	0.8	1.5	4.3	0.5	5.4	-8.4	5.0	4.2
CCOC(=O)CCc1c(C)nc(SCCN2CCCC2)c(C#N)c1C	-4.7	1.5	-3.9	-1.3	4.2	-5.0	-0.5	-7.3	0.6
Oc1ccc(/C=N/N=C(c2ccccc2)c2ccccc2)c(O)c1O	-1.8	-1.5	-1.0	9.2	0.1	2.1	2.1	-6.0	4.2
Cc1cc(S(=O)(=O)Nc2nc(CN3CCOCC3)nc3sc4c(c23)CCC4)cc(C)c1C	-2.5	1.1	4.2	-4.3	1.0	-6.8	-7.8	5.7	4.0
O=C(CN(CC1CCCO1)C(=O)CNS(=O)(=O)c1ccc(F)cc1)NCc1ccccc1 (stereo unspecified)	-0.5	-1.0	-3.7	-3.1	1.2	-5.0	-16.4	18.8	21.0
CCC(=O)Oc1cccc(C(=O)Nc2ccc(-c3nnc(-c4ccco4)o3)cc2)c1	-1.7	3.6	-0.1	-15.5	11.7	-6.5	-1.9	6.1	6.9
CC1CCc2sc(C(=O)NCCCn3ccnc3)cc2C1 (stereo unspecified)	-4.7	-0.8	-5.1	2.7	1.7	5.0	-9.5	6.0	1.1
CC(C)C(c1nnnn1C(C)(C)C)N1CCC(Cc2ccccc2)CC1 (stereo unspecified)	-8.8	-1.4	-0.6	-3.6	-1.8	-5.7	-4.7	0.3	-5.0

The final 2 entries of the part before come first, to join the parts.
SMILES	M1 ag	TAAR1 ag	M5 ag	CHRM5 PAM	M4 ag	M4 antag	CHRM1 antagonist	CHRM1 PAM	CHRM5 antagonist
CC1CCc2sc(C(=O)NCCCn3ccnc3)cc2C1 (stereo unspecified)	-4.7	-0.8	-5.1	2.7	1.7	5.0	-9.5	6.0	1.1
CC(C)C(c1nnnn1C(C)(C)C)N1CCC(Cc2ccccc2)CC1 (stereo unspecified)	-8.8	-1.4	-0.6	-3.6	-1.8	-5.7	-4.7	0.3	-5.0
O=C(CN1CCC(n2nnc3ccccc32)CC1)NCc1cccs1	-4.0	3.1	-12.9	-2.2	1.5	-2.4	-6.2	2.7	-11.9
N#Cc1cccc(-c2csc(C(O)c3ccco3)n2)c1 (stereo unspecified)	-1.8	2.3	-0.1	0.8	0.7	4.3	-0.5	3.9	4.0
CCCCN(C(=O)c1ccc(C)cc1)c1c(N)n(CCC)c(=O)[nH]c1=O	-2.2	0.6	0.6	-0.9	0.8	0.7	1.3	1.7	-4.7
CC(OC(=O)CNC(=O)c1ccc2ccccc2c1)C(=O)NC1CCCCC1C (stereo unspecified)	1.3	-0.3	0.0	5.2	8.7	-1.1	-9.3	4.5	-0.9
OCCCc1nc2ccccc2n1CCCCOc1ccccc1	-2.4	0.9	3.5	-7.9	17.5	-7.7	7.4	-2.9	12.7
CCOC(=O)C1CCN(C(=O)c2ccc(Oc3cc(Cl)cc(Cl)c3)o2)CC1	-2.4	-0.4	0.0	-2.5	-0.7	-7.5	-11.0	0.9	2.0
O=C(NCc1ccccc1)c1ccc(=O)[nH]n1	-2.6	7.1	-1.2	0.4	0.7	19.4	-16.8	0.0	6.4
CCCSC1=NN2CCCC(=O)N=C2S1	-4.4	0.0	-16.2	3.3	0.7	4.6	11.2	-6.8	0.5
COc1ccc(Cn2nc(C)n(N(C)c3ncc(C(F)(F)F)cc3Cl)c2=O)cc1	-5.3	1.9	-9.6	-0.9	1.4	-6.4	-5.0	0.7	-13.6
O=C(NCCc1ccc(Cl)cc1)C1CCN(S(=O)(=O)c2cccs2)CC1	-0.3	13.4	5.7	-10.9	8.5	1.8	2.7	-0.9	4.1
COC(=O)c1cc(=O)cc(C(=O)OC)o1	-0.1	3.9	1.4	-4.6	0.8	-5.3	1.0	3.8	-1.3
O=C(Cc1cccc(NC(=O)C2CCCN(C(=O)C3CCC3)C2)c1)Nc1ccc(C(=O)N2CCOCC2)cc1 (stereo unspecified)	-1.9	0.5	0.0	-2.0	0.1	-5.6	-2.2	2.4	-8.2
CCOc1cc(Br)c(COc2ccc(C)nc2[N+](=O)[O-])cc1OCC	-1.7	1.3	0.5	-0.8	-0.6	0.0	-0.3	1.2	1.4
CCNc1nc(NC(C)(C)C)nc(N(CC)n2cnnc2)n1	-5.8	4.7	-5.9	-15.7	1.0	1.5	-1.7	-14.7	5.3
CCc1ccc(OCCNC(=O)c2ccccc2SCc2ccccc2)cc1	-4.5	7.8	-3.8	-15.2	5.9	6.9	-9.3	-4.5	11.4
CCN(CC)c1ccc(NC(=O)CSc2n[nH]c(-c3ccco3)n2)cc1	-7.8	0.9	-4.9	3.4	0.3	-6.5	16.2	-15.6	-3.4
CCOc1cc(/C=C2\C(=O)ON=C2C)ccc1OCc1ccccc1	-7.1	18.6	-2.2	6.9	-0.2	6.1	-4.9	8.3	-0.6
CCN(c1ccc(C(=O)CN2C(=O)NC3(CCOc4ccccc43)C2=O)cc1)S(C)(=O)=O (stereo unspecified)	-1.1	-1.1	3.5	-10.0	5.5	6.0	-4.9	4.7	14.6
Cc1ccc(F)cc1NC(=O)CN1CCN(Cc2ccccc2)CC1	-6.0	1.5	-3.2	-10.0	22.6	0.5	11.4	-16.3	15.5
O=c1c2ccccc2[nH]c(=S)n1Cc1cccs1	-7.6	1.9	-1.8	-5.6	2.3	2.9	-4.1	0.9	1.7
CCN(CC)S(=O)(=O)c1cccc(C(=O)OCC(=O)c2ccc3c(c2)OCCO3)c1	-3.0	22.7	2.7	-11.4	12.8	2.1	0.5	-5.4	10.5
NC(=O)CSc1nnc(Cc2cccs2)n1C1CCCCC1	-6.2	7.8	1.6	0.7	0.2	5.4	-2.3	7.0	-3.9
CCCNC(=S)NNC(=O)c1cc(C2CC2)nc2ccccc12	-0.7	-0.6	-2.6	4.0	1.2	-4.8	-4.2	2.1	1.5
CC(=O)Nc1ccc(C(=O)CN2CCN(c3ccccc3)CC2)cc1	-5.9	-4.6	-3.6	-6.5	0.0	11.3	2.1	-0.9	21.2
COCC(=O)N1C[C@H](C)[C@H](OC)CN(C)C(=O)c2cc(NC(=O)Nc3cccc(F)c3)ccc2OC[C@@H]1C	.	1.2	0.4	9.3	2.7	-10.3	.	.	-13.7
Cc1nnc2n1N=CC=C(c1ccccc1)S2	-5.5	7.6	-0.4	-0.5	-0.4	0.4	-8.7	5.7	-6.2
FC(F)(F)Oc1ccccc1C(c1nnnn1Cc1ccccc1)N1CCN(C/C=C/c2ccccc2)CC1 (stereo unspecified)	-4.6	-1.3	-3.4	-11.2	-0.5	2.2	-9.3	-9.5	7.6
N#C/C(=C\c1cn(CCOc2ccccc2)c2ccccc12)C(=O)NCC1CCCO1 (stereo unspecified)	-2.4	17.9	0.9	-12.6	10.3	16.8	18.2	-7.9	7.3
Cc1ccccc1/C=C/C(=O)N1CCOCC1	-1.9	0.2	-0.5	1.4	1.0	8.6	-4.2	9.7	7.9
CCCC(=O)Nc1ccc(N2CCN(C(=O)c3ccccc3C)CC2)cc1	-3.6	13.8	-4.2	-1.6	2.8	-21.5	-10.0	0.7	-14.3
NC(=O)c1c(NC(=O)c2ccccc2)sc2c1CCCC2	-0.8	-1.9	-0.3	-6.7	0.1	-6.3	-0.6	2.6	15.9
O=C(C[C@H]1C[C@H](C(=O)N2CCCCC2)[C@@]2(CCc3ccccc3)c3[nH]c4ccc(Cl)cc4c3CCN2C1=O)NCCC1=CCCCC1	-1.4	1.7	1.8	-3.5	-0.1	-2.0	20.9	-11.3	3.8
COc1ccccc1N(C)S(=O)(=O)c1ccc(C(=O)NC2CCCCC2)cc1	-3.6	3.7	0.4	-3.2	7.1	8.5	12.3	-4.5	8.3
CCCCn1c(N)c(N(C)C(=O)c2c(C)nn(-c3ccccc3)c2C)c(=O)[nH]c1=O	-2.9	12.8	-1.0	1.8	0.0	3.6	-0.9	1.4	11.5

Only M4 ag and M4 antag, for some of the entries so far:
structure | M4 ag | M4 antag
CCN(CC)S(=O)(=O)c1cccc(C(=O)OCC(=O)c2ccc3c(c2)OCCO3)c1 | 12.8 | 2.1
NC(=O)CSc1nnc(Cc2cccs2)n1C1CCCCC1 | 0.2 | 5.4

From PubChem BioAssay

This is a subset. The share of hits here may be higher or lower than overall.
